Screens: PubChem BioAssay, several laboratories
phage Ecoli inh – E. coli growth loss with phage present | actives 0.26% (n = 360,000) | inhibition, % at 11.9 µM | AID 651602 | growth absorbance; in the data active means inhibition above about 11%
Tat transport – blocks Tat-dependent protein export in E. coli | E. coli MC4100 TorA-mCherry Tat export, fluorescence | inhibition, % at 10 µM | actives 0.036% (n = 340,000) | AID 488895;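 active means mean replicate inhibition at least 50% and at least half of replicates individually reaching 50%; inconclusive means only one of the two criteria met; inactive means neither criterion met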;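 further: exported cargo escapes ClpAP degradation while cytoplasmic cargo is degraded and loses fluorescence; 0% = median of neutral control wells and 100% = median of NaSCN control wells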
Ecoli viability – bacterial growth inhibition, counter-screen for AddAB inhibitors | actives 0.27% (n = 330,000) | E. coli V3065 growth, OD600 absorbance, 18 h | AID 449728 | inhibition, % at 11.9 µM;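 active means inhibition above the campaign's mean inhibition across all tested compounds plus 3 SD, cut at about 9.9% in these data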;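 further: uninfected addAB+ strain grown without phage in ampicillin broth; 0% = DMSO wells and 100% = ciprofloxacin 0.95 µg/ml wells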
PKA-R1A act – PKA-R1A complex activation; P00514+P68181; activation, % at 11.4 µM; PKA-R1A dissociation, Cy5-IP20 fluorescence polarization; scaled: DMSO 0%, 113 µM cGMP 100%; actives 0.083% (n = 340,000);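 active means percent activation above the mean of all tested compounds plus 3 SD, cut at about 19% in these data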;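 further: higher means more PKAc released from R1A so a rise in polarization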
PfHsp90 yeast 2 – growth inhibition of yeast expressing Plasmodium Hsp90. AID 504621. inhibition, % at 9.4 µM. actives 0.32% (n = 310,000). S. cerevisiae expressing PfHsp90, BacTiter-Glo ATP, 48 h; yeast lacking PDR1 and PDR3 efflux regulators;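 active means every replicate shows inhibition above about 80%, whatever the replicate mean, limit read from the data; inconclusive means mean inhibition reaches the set limit but some replicate falls short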;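 further: 0% = DMSO neutral controls and 100% = 20 µM radicicol positive controls; yeast relying on Plasmodium falciparum Hsp90 in place of its own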
Mot1-301 SUMO – blocks SUMOylation pathway, rescuing yeast Mot1-301 growth | S. cerevisiae Mot1-301 growth rescue, ATP luminescence, 38.5C; percent above DMSO median, 100 means doubled | actives 1% (n = 320,000) | growth rescue, % at 18.8 µM | AID 2716;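 active means every valid replicate shows activation above 250% relative to neutral control wells; inactive means the rest, any valid replicate at or below 250%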;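 further: OY570 slx delta 5 strain wells were the positive control but not used for scaling; some compounds called inactive have numbers as strong as hits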
MOR-DOR ag – OPRM1-OPRD1 heterodimerization agonism; actives 0.3% (n = 340,000); P35372+P41143; cells, luminescence; activation, % at 9.3 µM; AID 504326; in the data active means activation above about 18%;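 further: 0% = vehicle-treated cells and 100% = reference agonist; values of inactives mirror those of a sister screen read the other way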
AddAB inh – less growth of phage-infected E. coli with AddAB | actives 0.29% (n = 330,000) | E. coli expressing H. pylori AddAB, absorbance growth | inhibition, % at 11.9 µM; in the data active means inhibition above about 12%;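 further: 0% = vehicle wells of infected cells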
MOR-DOR inv ag – inverse agonists of human mu-delta opioid receptor heterodimerization | P35372+P41143 | cell-based MOR-DOR heterodimer luminescence, inverse agonism | inhibition, % at 9.3 µM | actives 0.21% (n = 340,000) | AID 504357; in the data active means inhibition above about 22%, passing the limit was not always enough;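 further: 0% = cells with DMSO and 100% = wells without cells with DMSO; values of inactives mirror those of a sister screen read the other way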
Arr AP2 block – inhibitors of human beta-arrestin and AP2 interaction. inhibition, % at 10 µM. FITC-arrestin peptide / GST-AP2 beads, flow cytometry; AP2 beta2 appendage carries R879A mutation. actives 0.31% (n = 340,000). AID 504490;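 active means inhibition above a set limit, near 3 SD of compounds lacking own fluorescence, cut at about 54% in these data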;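 further: plate controls were DMSO wells for no effect and 5 µM unlabelled arrestin peptide for full effect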
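Assay system: GST-AP2 R879A bound to glutathione beads, E. coli-expressed; Medium: PBS with 0.05% Tween 20 and 0.1% BSA; Also added: fluorescein-tagged arrestin peptide at 50 nM final; Timing: 12 min plus 1 h, RT; Measured by: flow cytometry, FL1 (488/535 nm); Evaluation: percent drop in bead-associated FITC signal.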
DSG3 Ab inh – blocks pemphigus antibody binding to human desmoglein-3. P32926. DSG3-coupled beads, scFv-anti-DSG3-GFP binding, flow cytometry; hits give low values. binding (percent of control), % at 10 µM. actives 0.48% (n = 310,000). AID 588358;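 active means binding more than 3 SD below its plate's average and above zero; inconclusive means below that plate limit but binding exactly zero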;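 further: hits lower antibody fragment binding to DSG3; some compounds called inactive have numbers as strong as hits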
Target sequence (P32926 whole entry, looked up, the tested form may be a part): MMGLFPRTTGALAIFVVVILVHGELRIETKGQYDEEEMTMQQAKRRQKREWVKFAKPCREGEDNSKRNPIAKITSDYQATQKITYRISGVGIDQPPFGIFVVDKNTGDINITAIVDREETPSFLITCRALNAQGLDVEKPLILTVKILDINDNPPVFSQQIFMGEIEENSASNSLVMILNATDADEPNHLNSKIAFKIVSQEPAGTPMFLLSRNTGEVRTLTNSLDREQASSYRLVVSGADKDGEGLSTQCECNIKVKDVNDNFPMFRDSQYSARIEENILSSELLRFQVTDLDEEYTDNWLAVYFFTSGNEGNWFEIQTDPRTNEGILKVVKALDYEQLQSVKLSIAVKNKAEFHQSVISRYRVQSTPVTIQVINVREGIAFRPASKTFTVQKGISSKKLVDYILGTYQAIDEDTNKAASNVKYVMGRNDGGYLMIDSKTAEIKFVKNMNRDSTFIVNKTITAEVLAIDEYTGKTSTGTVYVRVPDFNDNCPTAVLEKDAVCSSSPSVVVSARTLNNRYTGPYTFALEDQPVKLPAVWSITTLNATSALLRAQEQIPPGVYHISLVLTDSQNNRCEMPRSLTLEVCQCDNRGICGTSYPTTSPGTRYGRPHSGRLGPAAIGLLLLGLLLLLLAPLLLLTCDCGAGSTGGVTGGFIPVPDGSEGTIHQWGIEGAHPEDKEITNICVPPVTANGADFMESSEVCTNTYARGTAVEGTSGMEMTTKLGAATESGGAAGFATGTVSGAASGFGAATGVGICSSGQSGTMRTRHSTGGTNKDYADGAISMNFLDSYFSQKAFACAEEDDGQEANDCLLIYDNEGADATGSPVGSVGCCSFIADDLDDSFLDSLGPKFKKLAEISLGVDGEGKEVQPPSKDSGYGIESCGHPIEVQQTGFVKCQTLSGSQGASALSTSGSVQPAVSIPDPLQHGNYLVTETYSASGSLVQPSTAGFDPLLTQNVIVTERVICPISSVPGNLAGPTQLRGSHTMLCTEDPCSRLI
Numbers without * were called inactive; ? = inconclusive; . = no result given. Outcome played no part in choosing rows; 2.8% or so of the library scored in one or more.

SMILES	phage Ecoli inh	Tat transport	Ecoli viability	PKA-R1A act	PfHsp90 yeast 2	Mot1-301 SUMO	MOR-DOR ag	AddAB inh	MOR-DOR inv ag	Arr AP2 block	DSG3 Ab inh
O=S(=O)(Nc1cc(F)ccc1F)c1cccc2nonc12	3.5	1	-0.4	12	4	14	-2.2	-0.7	12	3	103
COc1ccc(NS(=O)(=O)c2cc(NC(=O)CCNC(C)=O)ccc2N2CCOCC2)cc1	2.7	5	3.1	-10	15	-25	-0.9	2.7	6	7	108
Cc1occc1-c1nnc(SCC(=O)NCC2CCCO2)n1C (centres undefined)	4.4	1	-1.4	-1	14	-4	-2.4	0.0	14	0	101
Cc1ccc(C)c(NC(=O)C2C3CCCC2C3c2ccccc2)c1 (centres undefined)	0.5	-2	-1.3	-7	-1	-23	2.1	-1.5	-13	2	95
COC(=O)C(C)Nc1cccc(Br)c1 (centres undefined)	3.1	15	-0.9	-10	-12	181	-1.8	-0.2	9	1	89
O=C(Nc1cc(Br)ccc1O)c1cc(-c2ccc3c(c2)OCO3)on1	-2.2	9	-1.3	1	-13	48	-1.0	3.7	5	-8	106
CC(C)NC(=O)CSc1nnc(CNC(=O)OC(C)(C)C)n1C	0.0	-8	1.6	-8	-3	-4	-3.3	-0.9	16	-2	105
CN(C(=O)CSc1nnc(-c2ccc(F)cc2)n1C)C1CCS(=O)(=O)C1 (centres undefined)	2.8	-3	1.3	0	12	-17	0.5	3.2	-2	-13	.
CC(=O)N1CCOc2ccc(S(=O)(=O)N3CCC(C(=O)Nc4ccccc4F)CC3)cc21	7.6	-1	-0.9	-4	20	-5	-1.0	0.6	5	-4	.
Cc1cccc(NCc2ccccc2O)n1	0.0	-5	-0.3	-10	29	-3	-1.9	2.9	11	5	91
Cc1c(C(=O)N2CCCc3ccccc32)sc2nc(-c3ccccc3)cn12	1.1	3	3.1	-2	16	6	-1.0	0.6	6	-3	94
CC(=O)N1CCN(c2nc(-c3cccs3)nc3ccccc23)CC1	1.8	-8	1.3	-6	15	4	-3.4	-1.9	16	22	.
O=CN1CCN(S(=O)(=O)c2ccc(Cl)c(C(=O)O)c2)CC1	-1.2	9	-0.2	-7	.	-5	-2.2	2.7	12	1	128
CCOc1ccc(CCNC(=O)COC(=O)c2ccc(F)c(S(=O)(=O)N3CCOCC3)c2)cc1OCC	1.8	-9	1.6	-6	-26	-4	-1.7	0.2	11	2	100
O=C(COC(=O)c1ccc(O)cc1O)Nc1nnc(-c2ccccc2)o1	4.5	-3	-0.7	-3	.	-17	-1.5	-2.0	8	23	106
Cc1nc(C(C)NC(=O)CCc2nnc(CCCc3ccccc3)o2)c(C)s1 (centres undefined)	4.4	-5	-2.1	3	2	271	-2.1	3.2	11	31	107
CC12CCC(C(=O)N(CSC(=S)N/N=C\c3ccccc3O)C1=O)C2(C)C (centres undefined)	5.0	-3	6.6	8	8	607	3.3	5.6	-14	8	94
Cc1ccc(F)cc1NCC(=O)Nc1ccc(Br)cc1	4.5	9	0.0	-18	2	-1	1.6	1.7	-7	-7	106
O=C(Nc1ccc(O)cc1)C1CCCN1S(=O)(=O)c1ccc(F)cc1 (centres undefined)	2.9	-8	0.7	3	15	118	-2.7	5.4	13	-6	114
O=C(NCc1n[nH]c(=S)n1-c1ccc(Br)cc1)c1cccs1	7.1	1	-1.5	2	9	76	-0.4	0.1	2	28	92
COC(=O)c1sc2cc([N+](=O)[O-])cc(SCC(C)C)c2c1N	0.0	6	1.2	-2	24	-6	0.8	2.9	-5	28	169
CN(Cc1ccc2nsnc2c1)Cc1nc(Cc2cccc(F)c2)no1	4.7	1	-2.3	2	-11	2	5.1	3.6	-27	41	106
CCCn1nnnc1NCc1ccc(CC)cc1	-0.6	-1	1.0	-3	1	6	-3.5	-0.8	17	1	124
Oc1cccc(/C=N/NC(=S)NCCN2CCOCC2)c1O	-3.4	3	2.3	0	26	-11	1.2	3.3	-6	-3	100
CC[C@]1(C(=O)OC)[C@H]2C(=O)N(C)C(=O)[C@H]2[C@H]2CN=C(SCc3ccc(C)cc3)N21	3.8	0	-0.4	-3	15	.	-2.7	-0.9	13	3	102
Cc1cc(/C=C(\C#N)C(=O)O)c(C)n1-c1ccc(Br)cc1	-0.5	-3	0.0	-10	-12	-8	-3.8	1.9	20	-9	90
O=C(OCc1cc2ccccc2[nH]c1=O)c1cccnc1	2.4	7	-2.7	-3	-5	0	-3.7	1.2	20	2	.
CCCN(CCC)C(=S)NC(=O)c1ccc(-c2ccccc2)cc1	3.1	11	0.6	4	-25	25	0.0	-1.8	0	0	100
COc1cc2ccccc2cc1C(=O)OCC(=O)N(C)c1c(N)n(Cc2ccccc2)c(=O)[nH]c1=O	1.2	-4	1.4	4	-10	-18	0.0	1.7	0	-10	82
COc1ccc(NC2CCCN(C(=O)CCC3=NNC(=O)CC3)C2)cc1 (centres undefined)	-2.7	0	2.2	5	-13	-11	-3.2	-0.3	16	5	105
CCn1c(SCC(=O)Nc2cc(C)on2)nnc1-c1ccc(OC)cc1	5.5	-4	0.1	-10	4	-14	-0.2	4.5	1	-5	84
CC(C)(Cc1ccc(O)cc1)NC(=O)c1ccccc1	1.3	3	1.8	6	0	-10	-2.0	2.3	10	3	123
CC1CCCN(S(=O)(=O)CCNC(=O)c2ccccc2)C1 (centres undefined)	4.0	-6	1.0	4	.	-13	-1.0	1.1	6	-14	104
Cc1cc(C)n(-c2ncc3c(n2)N(C)CCOC3=O)n1	4.3	-6	-1.9	6	9	532	-1.0	1.0	5	-8	104
Clc1c2c(nc3ccccc13)CCC2	2.4	5	1.0	-4	-4	0	-1.7	0.5	8	-1	102
CCc1nnc(NC(=O)c2ccc(S(=O)(=O)N3CCCCC3)cc2)s1	3.1	-6	0.2	-3	12	-13	-2.0	2.3	11	17	105

Structures from the list above containing a Cl atom, in the order listed:
SMILES	phage Ecoli inh	Tat transport	Ecoli viability	PKA-R1A act	PfHsp90 yeast 2	Mot1-301 SUMO	MOR-DOR ag	AddAB inh	MOR-DOR inv ag	Arr AP2 block	DSG3 Ab inh
O=CN1CCN(S(=O)(=O)c2ccc(Cl)c(C(=O)O)c2)CC1	-1.2	9	-0.2	-7	.	-5	-2.2	2.7	12	1	128
Clc1c2c(nc3ccccc13)CCC2	2.4	5	1.0	-4	-4	0	-1.7	0.5	8	-1	102

Going on with the list:
SMILES	phage Ecoli inh	Tat transport	Ecoli viability	PKA-R1A act	PfHsp90 yeast 2	Mot1-301 SUMO	MOR-DOR ag	AddAB inh	MOR-DOR inv ag	Arr AP2 block	DSG3 Ab inh
CCNC(=O)n1nccc1C(C)Oc1cccc(C(F)(F)F)c1 (centres undefined)	2.7	0	-1.4	-5	-2	.	0.5	1.5	-2	5	101
Cc1nc2c(C(=O)N3CCCC3)cnn2c(C)c1Cc1c(F)cccc1Cl	1.8	3	0.2	-9	-25	-24	-0.4	2.7	2	10	.
CNC(=S)/N=C(/Nc1ccccc1)c1ccccc1	0.5	-8	-1.5	-13	-8	-11	-2.5	-1.7	12	-16	98
CCOCCCNC(=O)c1cc2cc3cc(OC)ccc3nc2o1	1.6	-4	-1.7	-5	-13	5	-3.7	-1.2	16	-8	92
Cc1nnc(C)c2c(C)n(N)c(C)c12	2.9	.	1.1	.	.	0	.	-0.3	.	7	106
Cc1csc(NC(=O)C(NC(=O)c2ccccc2F)C(C)C)n1 (centres undefined)	5.6	0	1.4	-1	1	-2	0.1	4.4	-1	17	100
Cc1ccsc1C(=O)OCC(=O)c1cc(C)n(CC2CCCO2)c1C (centres undefined)	1.0	0	-1.4	-10	20	-28	1.0	2.0	-6	6	.
COc1cc(CNn2nnnc2N)cc(Br)c1OCc1c(Cl)cccc1Cl	2.0	2	1.2	-8	14	-13	2.6	-0.5	-13	2	104
Cc1ccc(Sc2ncnc3onc(C)c23)c(C)c1	1.2	2	.	1	-9	.	3.6	.	-18	-5	97
CC1(NC(=O)Cc2ccc(S(=O)(=O)N3CCOCC3)s2)CCS(=O)(=O)C1 (centres undefined)	3.7	4	1.1	8	-7	65	-2.3	-0.3	13	-11	120
O=C(CN1C(=O)S/C(=C/c2cccn2-c2ccc(O)cc2)C1=O)N1CCCC1	1.6	-4	2.5	8	-10	5	-1.4	2.6	8	18	110
CCC(CC)C(=O)Nc1cccc(C(=O)Nc2ccc(OC)cc2[N+](=O)[O-])c1	3.6	-3	1.0	-26	6	8	12	-0.5	-64	12	89
CC1=C(C(N)=O)C(c2ccc(Cl)cc2Cl)n2ncnc2N1 (centres undefined)	3.7	2	-0.6	1	32	4	-2.7	-0.5	15	-5	103
CC(Oc1ccccc1)C(=O)N=C1SC2CS(=O)(=O)CC2N1CCc1ccccc1 (centres undefined)	1.4	-1	1.8	-1	-45	-12	-1.0	2.5	5	50	102
CC(=O)NCCc1nc2ccccc2n1CCOc1ccc(C)cc1	2.8	0	-0.2	-7	-11	7	-2.6	-1.1	13	25	98
Cc1cc(C)nc(NC2=NCC(=O)N2c2cc(Cl)cc(Cl)c2)n1	1.6	-2	0.4	-4	0	139	-1.9	0.9	11	16	97
CC(=O)Nc1ccc(NC(=O)C2CCN(C(=O)NC3CCCCC3)CC2)cc1	0.4	12	0.3	-3	-16	11	-2.8	2.3	17	-1	95
COCCCNC(=S)N/N=C/c1ccc2ccccc2c1	-0.5	8	-1.4	-2	-12	-7	2.0	-1.8	-10	28	.
CC(Sc1nnc(-c2ccccc2F)n1C1CC1)C(=O)N1CCCC1 (centres undefined)	1.2	7	1.2	-2	.	-16	-1.9	-0.3	8	-1	94
COc1ccc(-n2cc(C(=O)c3ccccc3O)cn2)cc1	6.7	-3	-0.2	-8	8	12	-1.0	0.9	5	-7	79
COc1ccccc1C(=O)NN(C)C1=NS(=O)(=O)c2ccccc21	4.4	11	1.3	10	1	-3	-1.1	2.4	6	6	93
CCN(CC)CCCN(C(=O)c1ccc(Br)cc1)c1nc(-c2ccc(OC)cc2)cs1	2.5	-1	-0.2	2	10	68	6.5	2.0	-36	22	116
CCOc1ccc(CCNC(=O)CN2C(=O)CCSc3ccccc32)cc1OCC	1.9	-4	1.8	-8	-4	-15	-0.1	2.1	0	0	88
CN1CCc2c(sc3c2c(=O)n(-c2ccccc2)c2nncn32)C1	0.9	?	0.9	-9	1	5	3.2	2.4	-18	-3	110
CNC(=O)c1cc(Nc2nnc(C)c3ccccc23)ccc1OC	2.7	-3	4.1	-5	-17	20	-1.2	-0.2	7	6	91
COc1nc(Nc2cccc(C)c2)nc(N2CCCCC2)n1	1.2	3	-1.4	-16	-16	2	2.8	0.6	-14	-1	.
